# Screening data: PubChem BioAssay, Sanford-Burnham Center for Chemical Genomics
# NOD2 inhibition – inhibition of NOD2-driven NF-kB reporter – cell-based, luminescence, uHTS, HEK293 (AID 1566); 0.63% of 290,000 active; inhibition, % at 4 µM; hits with a dose series show EC50 in µM; HEK293 NOD2/NF-kB luciferase reporter, luminescence; higher % means a stronger effect; note: many of its hits are not listed in these tables
# XIAP displacement – XIAP antagonists, biochemical, IAP family, fluorescence polarization (AID 1018); displacement, % at 20 µM; hits with a dose series show IC50 in µM; XIAP BIR domain, fluorescence polarization peptide displacement; higher % means a stronger effect; 0.007% of 200,000 active; in the data active = displacement above about 50%; note: a part of the inactive calls stands beside numbers as strong as those of hits
# KOR beta-arrestin-1 – kappa opioid receptor activators – cell-based, luminescence, uHTS, primary screen (AID 1777); KOR beta-arrestin recruitment, luminescence; higher % means a stronger effect; activation, % at 10 µM, or EC50 in µM where a hit was titrated; 0.02% of 280,000 active; in the data active = activation above about 50%, passing the limit was not always enough; note: a part of the inactive calls stands beside numbers as strong as those of hits
# TNAP activation fold – human TNAP enzyme activators, primary screen, biochemical, luminescent, no phosphate acceptor, uHTS (AID 1001). purified TNAP, luminescent activation assay, no phosphate acceptor; higher activation fold means a stronger effect. activation fold at 20 µM, or EC50 in µM where a hit was titrated. 0.03% of 200,000 active; in the data active = activation fold from about 3, or a potency from the dose series; inactive = the rest, 99 in 100 with activation fold below about 1.6; note: many of its hits are not listed in these tables
# NOD1 inhibition – inhibition of NOD1-driven NF-kB reporter – cell-based, luminescence, uHTS, primary screen (AID 1578); NOD1-driven NF-kB luciferase reporter cells, luminescence; higher % means a stronger effect; inhibition, % at 4 µM; hits with a dose series show EC50 in µM; 1% of 290,000 active; in the data active = inhibition mostly above about 36%, no sharp cut-off; inactive = mostly below about 34%;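 note: HEK-293T reporter cells stimulated with the NOD1 agonist gamma-tri-DAP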
# human PMI inhibitors – human PMI inhibitors, high substrate, primary screen, biochemical, fluorescence intensity, high mannose 6-phosphate (AID 1220); one-dose inhibition, % at 20 µM; IC50 in µM for titrated hits; recombinant PMI enzyme, coupled fluorescence intensity; higher % means a stronger effect; 0.66% of 190,000 active
# PMI inhibitors – inhibitors of human PMI, primary screen, biochemical, fluorescence intensity, coupled assay (AID 1209) | purified PMI enzyme, coupled fluorescence intensity; higher % means a stronger effect | one-dose inhibition, % at 20 µM; IC50 in µM for titrated hits | 0.42% of 190,000 active;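 note: plate controls were DMSO vehicle for no effect and wells lacking substrate for full effect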
# KOR beta-arrestin-2 – KOR antagonists, beta-arrestin recruitment, cell-based, luminescence, uHTS (AID 1778); KOR beta-arrestin recruitment, luminescence, antagonist mode; higher % means a stronger effect; inhibition, % at 10 µM, or IC50 in µM where a hit was titrated; 0.091% of 290,000 active; note: strong numbers were not always called active
# LYP phosphatase – inhibitors of LYP phosphatase, biochemical, fluorescence intensity, uHTS (AID 1779); recombinant LYP phosphatase, fluorescence intensity; higher % means a stronger effect; inhibition, % at 11.5 µM, or IC50 in µM where a hit was titrated; 0.054% of 290,000 active;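 note: plate controls were vehicle with enzyme for no effect and no enzyme for full effect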
# Starred values were filed as active, the others as inactive; x = not tested or not shown; [ ] = dose if it differs, or a comment. Cut-off read from the data, not from the text of the source, unless noted: active = inhibition above about 50%; inactive = the rest. Only part of the results is shown (hit frequency here may not be typical).
SMILES,NOD2 inhibition,XIAP displacement,KOR beta-arrestin-1,TNAP activation fold,NOD1 inhibition,human PMI inhibitors,PMI inhibitors,KOR beta-arrestin-2,LYP phosphatase
Clc1ccc(C2=C3CCCCn4c(-c5ccccc5)c[n+](c43)C2)cc1,18%,-4.6%,2.7%,1.1,13%,-18%,-22%,-7%,-1%
O=C(COC(=O)CC12CC3CC(CC(C3)C1)C2)Nc1cccnc1Cl,15%,-21%,-1.6%,1.1,-40%,8%,8%,-18%,7%
CCCCC(=O)Nc1ccccc1N1CCN(c2ccccc2)CC1,0%,-3.2%,3.4%,1.1,4%,-13%,-7%,-25%,-3%
Cc1nn(C)cc1/C=N/O,9%,-4.7%,-4.5%,1.1,-21%,11%,13%,21%,3%
COc1ccc(OC)c(S(=O)(=O)NC(C)CCc2ccccc2)c1 (stereo not given),7%,x,3.2%,x,12%,x,x,-25%[20 µM],-8%
CCOc1ccc(S(=O)(=O)NCc2ccc(Cl)cc2)c2cccnc12,14%,-0.6%,0.2%,1.1,-15%,-1%,-4%,10%,-4%
COC(=O)Cc1cc(OC)c(OC)cc1S(=O)(=O)N(C)C,-12%,-3.1%,0.8%,0.9,0%,-8%,-20%,-8%,-4%
COc1ccc(NC(=O)CCN2CCN(S(=O)(=O)c3cc(Cl)ccc3OC)CC2)cc1,18%,-3.1%,-8.8%,1,-14%,3%,3%,0%,-1%
Cc1ccc(CN2CCC(Oc3cccc(C(=O)NCc4cccnc4)c3)CC2)o1,15%,x,1.0%,x,-4%,x,x,5%,-1%
CSc1ncc(C(=O)Nc2cccc(Cl)c2C)c(C)n1,6%,x,-6.5%,x,-5%,x,x,25%,-6%
O=C(c1ccc(N2C(=O)CCC2=O)cc1)N1CCN(c2ccccc2)CC1,-10%,-3.2%,-1.4%,1,-4%,-2%,2%,7%,-10%
COc1ccc(-c2noc(-c3ccc(C)cc3)n2)cc1,-26%,2.1%,2.3%,1.1,-54%,-2%,6%,-9%,-3%
CCC(NC(=O)COc1ccc([N+](=O)[O-])cc1)c1ccccc1 (stereo not given),4%,-4.1%,-0.8%,1.1,-6%,1%,1%,0%[20 µM],2%
CC(=O)SC(C)CC(=O)Nc1ccccc1 (stereo not given),-8%,-5.0%,20%,1.1,-16%,-4%,-10%,-4%,0%
Cc1ccccc1/C=N/Nc1ncnc2nc[nH]c12,-53%,x,-0.4%,x,-15%,x,x,26%,-1%
Cc1c(CNC2CCC(C)CC2)c(C(=O)O)c(C)n1Cc1ccccc1 (stereo not given),0%,-2.7%,1.4%,0.7,-25%,-11%,-2%,3%,-8%
CCN(CC1CCCO1)C(=O)CCc1nnc(Cc2ccc3c(c2)OCO3)o1 (stereo not given),-8%,-6.7%,x,1,-32%,2%,11%,-9%[20 µM],-11%
O=C(/C=C/Nc1ccc(F)cc1)c1ccc(Oc2ncccn2)cc1,-23%,-6.1%,-3.2%,1.1,-27%,11%,13%,37%,-9%
Cc1nc2ccc(S(=O)(=O)Nc3cc(-c4nc5cccnc5s4)ccc3C)cc2s1,-55%,-2.8%,4.3%,1,-7%,11%,5%,4%,3%
COc1ccc(/C=N/Nc2cc(C)nc(N3CCOCC3)n2)cc1,-32%,x,-1.4%,x,-3%,x,x,7%,4%

# Sorted by molar mass (largest number first): seven of the compounds above.
SMILES,NOD2 inhibition,XIAP displacement,KOR beta-arrestin-1,TNAP activation fold,NOD1 inhibition,human PMI inhibitors,PMI inhibitors,KOR beta-arrestin-2,LYP phosphatase
COc1ccc(NC(=O)CCN2CCN(S(=O)(=O)c3cc(Cl)ccc3OC)CC2)cc1,18%,-3.1%,-8.8%,1,-14%,3%,3%,0%,-1%
O=C(COC(=O)CC12CC3CC(CC(C3)C1)C2)Nc1cccnc1Cl,15%,-21%,-1.6%,1.1,-40%,8%,8%,-18%,7%
CCCCC(=O)Nc1ccccc1N1CCN(c2ccccc2)CC1,0%,-3.2%,3.4%,1.1,4%,-13%,-7%,-25%,-3%
COc1ccc(/C=N/Nc2cc(C)nc(N3CCOCC3)n2)cc1,-32%,x,-1.4%,x,-3%,x,x,7%,4%
CCC(NC(=O)COc1ccc([N+](=O)[O-])cc1)c1ccccc1 (stereo not given),4%,-4.1%,-0.8%,1.1,-6%,1%,1%,0%[20 µM],2%
CSc1ncc(C(=O)Nc2cccc(Cl)c2C)c(C)n1,6%,x,-6.5%,x,-5%,x,x,25%,-6%
Cc1ccccc1/C=N/Nc1ncnc2nc[nH]c12,-53%,x,-0.4%,x,-15%,x,x,26%,-1%

# Next entries follow.
SMILES,NOD2 inhibition,XIAP displacement,KOR beta-arrestin-1,TNAP activation fold,NOD1 inhibition,human PMI inhibitors,PMI inhibitors,KOR beta-arrestin-2,LYP phosphatase
CCOC(=O)C1CCN(C(=O)C2CCN(S(=O)(=O)CC)CC2)CC1,0%,-1.8%,39%,1.1,-18%,-6%,-5%,-24%,-3%
O=C(Nc1ccc2nc(-c3cccs3)c(-c3cccs3)nc2c1)NC1CC1,23%,-2.2%,-2.7%,1.1,-66%,-40%,-12%,-42%,-2%
CCN(CC)C(=O)CSc1nc(-c2cccs2)cc(-c2cccs2)c1C#N,-8%,4.0%,2.0%,1,20%,-1%,10%,-4%,-2%
O=C(NCc1ccc2c(c1)OCO2)Nc1cccc2ccccc12,-22%,x,2.2%,x,-10%,x,x,-10%,0%
Cn1c(SCC(=O)N2CCOCC2)nnc1-c1ccncc1,-9%,x,0.7%,x,-37%,x,x,-10%,-7%
COc1ccc(C(=O)C2CCCN(C(=O)c3ccc(C(C)=O)s3)C2)c(C)c1 (stereo not given),26%,x,6.8%,x,-7%,x,x,-12%,-4%
COc1ccc(C(=O)N2CCC(n3nccc3NC(=O)C3CC3)CC2)c(OC)c1OC,13%,x,-2.3%,x,-7%,x,x,-31%,-7%
Cc1ccccc1OCCc1c(C)[nH]c(=S)[nH]c1=O,5%,-11%,4.2%,1.1,21%,-3%,-8%,-123%,-5%
O=C(Cc1cccs1)Nc1ccccc1NC(=O)Cc1cccs1,17%,-2.1%,-4.3%,1.1,2%,3%,4%,38%,-6%
COc1ccc(NC(=O)C2CCN(S(=O)(=O)c3ccc(Br)s3)CC2)cc1OC,20%,-4.0%,-0.4%,1.1,10%,4%,1%,-2%,-7%
COc1ccc(C(=O)CSc2nnc(COc3ccc(C#N)cc3)n2-c2ccccc2)cc1,5%,-14%,-3.5%,1.1,-66%,4%,6%,-7%,-3%
COc1ccc(-c2cc3c(=O)n(CC(=O)Nc4ccc(C(C)=O)cc4)ncn3n2)cc1,-22%,x,1.5%,x,-41%,x,x,-31%,-11%
CC(C)[C@H]1CN=C2N(CCNC(=O)CCC3CCCCC3)[C@H](Cc3ccc(O)cc3)CN21,13%,-10%,-0.8%,1,-6%,2%,65%*,2%,-7%
O=C(Nc1cccc(C(F)(F)F)c1)c1ccc(N2CCNCC2)c([N+](=O)[O-])c1,12%,-2.5%,-3.5%,1,-37%,6%,12%,1%,-8%
Cc1ccccc1OCC(=O)Nc1ccc2oc(=O)ccc2c1,-23%,3.0%,-4.2%,1.1,-10%,-1%,2%,19%,-1%
O=C(CSc1cccc[n+]1[O-])c1ccccc1Br,-2%,-6.1%,-3.4%,1.1,-24%,6%,-1%,22%,-9%
COc1ccc(CNC(=O)C/C(C)=N/NC(=O)c2cnccn2)cc1,17%,20%,x,1.3,-22%,-3%,-3%,-10%[20 µM],-7%
O=C(COC(=O)CCC(=O)c1ccc(Cl)cc1)NCCc1ccccc1,5%,0.5%,-2.8%,1,-54%,-2%,-10%,16%,-5%
O=C(NCc1ccc(N2CCCC2=O)cc1)c1cnccn1,14%,-1.6%,4.0%,1.1,-6%,8%,9%,8%,-3%
c1ccc(Cn2c(NCc3ccccn3)nc3ccccc32)cc1,16%,-2.6%,-3.5%,1.1,-26%,5%,-2%,2%,-9%
CC(=O)c1c(C(C)=O)c(C)n(-c2ccc(C(=O)O)cc2)c1C,8%,-1.9%,-0.3%,1.2,-2%,-6%,-15%,0%,-9%
CCC(=O)Nc1ccc2oc(-c3ccccc3Br)nc2c1,-65%,-3.9%,6.1%,1,-112%,-11%,-11%,-25%,-2%
CC(=O)OCC1=C(C(=O)O)N2C(=O)C(NC(=O)c3ccc(COc4c(C)cccc4Cl)o3)C2SC1 (stereo not given),8%,-14%,-3.5%,1,-16%,-8%,-8%,22%,1%
COc1ccc(Br)c(C(=O)OCc2cc(=O)oc3cc(C)ccc23)c1,19%,x,13%,x,-19%,x,x,-51%,-6%
N#CCC(CNc1ncc(C(F)(F)F)cc1Cl)OC(=O)c1ccc(Cl)cc1 (stereo not given),-11%,-5.3%,1.1%,1.1,9%,13%,15%,10%,0%
CCCCCOc1ccc(/C=C/C(=O)NCCc2nc3ccccc3[nH]2)cc1OC,41%,-4.8%,18%,1.2,27%,3%,10%,-10%,0%
CCn1c(-c2cccc(Cl)c2)n[nH]c1=S,6%,-3.8%,-1.1%,0.8,-8%,2%,14%,-14%,-9%
Cc1nn(-c2ccccc2)c(C)c1/C=N/NC(=O)c1cc(-c2ccc(Cl)s2)[nH]n1,-23%,-18%,-2.1%,0.3,14%,14%,18%,-17%,0%
NNC(=O)CSc1nc(-c2ccccc2)nc2c1CCCC2,13%,-6.1%,-2.6%,1.1,3%,11%,13%,17%,-1%
Cc1ccc(-c2c(C)c(-c3ccc(F)cc3)nc(N)c2C#N)o1,28%,-3.9%,-2.3%,1,12%,-1%,-8%,13%,-7%
CCn1c(SCCC(=O)O)nnc1-c1cccnc1,6%,-4.4%,-1.1%,1.2,6%,2%,-14%,-8%,-5%
CCCCNC(=O)NCCN1CCOCC1,1%,x,1.6%,x,-13%,x,x,15%,-6%
COC(=O)[C@@]1(Cc2ccc(OC)cc2)[C@@H]2C(=CC(=O)[C@H]2CC(=O)C(=O)N(C)C)CN1C(=O)c1ccccc1,3%,-0.5%,-1.0%,1.1,-3%,16%,1%,9%,0%
S=c1[nH]nc(-c2cc(-c3ccccc3)n[nH]2)n1/N=C/c1cccc(Cl)c1,24%,x,2.2%,x,-5%,x,x,-21%,12%
COCCn1c(SCc2cc(=O)n3cc(C)ccc3n2)nc2ccccc2c1=O,20%,-7.2%,-4.8%,1,-22%,-7%,-6%,36%[20 µM],-2%
O=C(c1cccnc1)N1CCN(S(=O)(=O)c2ccc(F)cc2)CC1,8%,-13%,2.4%,1.1,2%,-1%,0%,-25%,-11%
O=C(O)C1=C[C@@H](C2CC2)C[C@@H](OCc2ccc(CO)cc2)O1,-1%,-2.6%,3.3%,1.1,-10%,-11%,-3%,-30%,-3%
COc1ccc(S(=O)(=O)N2CCC(C(=O)NCCC(=O)NCc3ccccc3OC)CC2)cc1,-3%,x,-0.9%,x,-36%,x,x,0%,-9%
COc1cc(CN2CCC(n3nccc3NC(=O)C3CC3)CC2)cc(OC)c1,-2%,x,1.3%,x,-21%,x,x,-9%,-6%
COCCCNC(=O)CN(c1ccc(OC)cc1)S(=O)(=O)c1ccc(NC(C)=O)cc1,1%,-2.2%,-3.2%,1,18%,5%,3%,22%,-8%
C/C(Cl)=C/Cn1c(SCC(C)C)nc2c1c(=O)[nH]c(=O)n2C,15%,-8.3%,4.9%,1,22%,-7%,-9%,-13%,4%
O=C(O)c1ccc(CSC2CCCCC2)cc1,5%,x,-3.0%,x,-7%,x,x,-2%,-7%
COc1ccc(CN2CSC(=S)N(Cc3ccccc3)C2)cc1,18%,x,-0.7%,x,-16%,x,x,-21%,-2%
